Compound activity (PubChem BioAssay)
Sm TGR block = qHTS Assay for the Inhibitors of Schistosoma Mansoni Peroxiredoxins. Schistosoma mansoni thioredoxin glutathione reductase (TGR), Q962Y6. purified TGR, DTNB reduction, TNB absorbance 405 nm. Potency, µM (series often up to 114 µM), inactives show at the highest dose activity change, negative = inhibition, actives largely listed as inhibitors. actives 3% (n = 360,000); further: potency means the concentration at half of the fitted maximal effect; nearly all actives have a fitted effect of over 60% in size
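TGR 20 nM + NADPH 100 uM (dispensed conc.), cpd preinc 15 min RT; start with NADPH (500 uM addition) then DTNB (15 mM addition). Kinetic TNB absorbance, 405 nm filter. Four-parameter Hill fit across titration.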
HCMV antiviral = qHTS Assay for inhibitors of the human cytomegalovirus (HCMV). HFF cells, HCMV-luciferase reporter, 72 h; active compounds read low. activity change, negative = inhibition, % at 57.5 µM. actives 4.5% (n = 410,000). AID 1259415, 2018; in the data active means activity change below about -60%; inconclusive means no clear call, values can overlap the other calls; inactive means above about -39%
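After 16 h attachment at 37C, HFF cells received test compound and HCMV-luciferase (1 PFU/cell); reporter luminescence read 72 h later, data normalized against buffer-only and known inhibitor Salinomycin.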
AMA1-RON2 inh = qHTS for Inhibitors of AMA1-RON; Towards Development of Antimalarial Drug Lead: Primary Screen | AlphaScreen AMA1-biotinylated RON2 peptide binding | Potency, µM (titrated, usually from 58.2 µM), inactives show at the highest dose activity change, negative = inhibition, usual class: inhibitors | actives 0.2% (n = 360,000);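 further: potency means the concentration at half of the fitted maximal effect; 0% = vehicle wells and -100% = peptide control; nearly all actives have a fitted effect of over 45% in size; some results filed as inactive show a strong effect at the top dose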
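AMA1 (3D7) with his tag at 25 nM final met compounds first, then biotinylated RON2 peptide at 25 nM; detection used donor plus acceptor beads, 10 µg/mL apiece, read by AlphaScreen after 30 min at room temperature.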
HCV inh = qHTS Assay for Inhibitors of Hepatitis C Virus (HCV) | actives 3.4% (n = 340,000) | Huh7.5.1 HCVcc-Cre infection, luciferase reporter, 44 h | Potency, µM (titrated, usually from 41.8 µM), without a hit: at the top dose activity change, negative = inhibition, actives largely listed as inhibitors; further: potency means the concentration at half of the fitted maximal effect
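1,000 cells/well; 4 h culture; + compound; + HCVcc-Cre (~0.5 moi); 44 h; luciferase substrate, RT 15 min; read 15 sec.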
Giardia FBPA inh = qHTS Assay for Inhibitors of Fructose-1,6-bisphosphate Aldolase from Giardia Lamblia | A8B2U2 | Potency, µM (titrated, usually from 59.6 µM), for the others: at the top dose activity, negative = inhibition, hits mostly inhibitors | actives 0.71% (n = 290,000) | purified Giardia FBPA; further: potency means the concentration at half of the fitted maximal effect; nearly all actives have a fitted effect of over 55% in size
Target sequence (A8B2U2 whole entry, looked up): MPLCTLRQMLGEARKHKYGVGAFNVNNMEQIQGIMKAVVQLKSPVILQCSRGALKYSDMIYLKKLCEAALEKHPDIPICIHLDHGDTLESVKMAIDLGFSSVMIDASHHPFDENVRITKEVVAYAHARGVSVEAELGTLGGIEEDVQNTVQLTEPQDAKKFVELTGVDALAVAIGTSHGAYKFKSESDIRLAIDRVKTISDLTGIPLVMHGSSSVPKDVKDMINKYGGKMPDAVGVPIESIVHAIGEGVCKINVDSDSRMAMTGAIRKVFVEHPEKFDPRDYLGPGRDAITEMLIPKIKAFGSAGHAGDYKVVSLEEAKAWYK
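40 nM FBPA preincubated 10 min at RT with compound (up to 57.5 uM final), then substrate plus GAPDH/TPI/NAD/arsenate coupling and diaphorase/resazurin added. Fluorescence read after 20 min at RT, 525/598 nm.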
AmpC inh detg = qHTS Inhibitors of AmpC Beta-Lactamase (assay with detergent); P00811; AmpC hydrolysis of nitrocefin, absorbance 480 nm, 0.01% Triton; Potency, µM (series often up to 114 µM), for inactives: top-dose activity change, negative = inhibition, hits mostly inhibitors; actives 0.041% (n = 370,000); AID 485294, 2010;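 further: potency means the concentration at half of the fitted maximal effect; 0% = no-compound wells and -100% = no-enzyme wells; nearly all actives have a fitted effect of over 25% in size; some results filed as inactive show a strong effect at the top dose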
Target sequence (P00811 whole entry, looked up): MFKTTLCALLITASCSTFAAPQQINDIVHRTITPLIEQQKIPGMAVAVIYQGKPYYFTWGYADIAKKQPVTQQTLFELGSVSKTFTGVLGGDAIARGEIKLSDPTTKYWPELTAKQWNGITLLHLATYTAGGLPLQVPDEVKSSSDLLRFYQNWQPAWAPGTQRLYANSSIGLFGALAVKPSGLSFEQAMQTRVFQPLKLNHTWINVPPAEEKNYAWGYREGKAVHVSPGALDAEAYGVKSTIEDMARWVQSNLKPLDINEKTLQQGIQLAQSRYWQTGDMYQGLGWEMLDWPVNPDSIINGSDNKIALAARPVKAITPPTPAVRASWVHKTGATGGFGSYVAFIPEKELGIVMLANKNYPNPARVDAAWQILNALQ
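AmpC (5.3 nM in the dispensed reagent) in 20 mM phosphate pH 7.0 with 0.01% (detergent screen) or 0.0001% Triton X-100 was preincubated with compounds for 15 min at room temperature. Nitrocefin was then added from an 800 uM solution, and hydrolysis was followed at 480 nm.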
An asterisk follows results filed as active; ? = inconclusive; · = not tested or not shown; & = joins results of further samples; [ ] = another dose, or the depositor's remark. Unless noted, the call rests on the fitted dose curve; in most records, active means well fitted curve in the direction sought with a large enough effect; inconclusive means small, poorly fitted or top-dose-only effect, or another doubt; inactive means no such curve, though single readings can be large; an effect the other way counts as inactive or inconclusive. Unless noted, on the % scale 0 is the no-effect control and ±100 the full control effect.

[1] COc1ccc(/C=C2\SC(=O)N(CCNC(=O)CN3C(=O)NC4(CCCC4)C3=O)C2=O)cc1
[2] COc1ccc(-c2cc(C(F)(F)F)nc(SCC(=O)NC(C)c3ccccc3)n2)cc1 (stereo not given)
[3] O=C(Nc1ccc(S(=O)(=O)Nc2ncccn2)cc1)c1cccc(S(=O)(=O)N2CCCC2)c1
[4] CCN(C(=O)COC(=O)c1cccc(C)c1[N+](=O)[O-])c1c(N)n(Cc2ccccc2)c(=O)[nH]c1=O
[5] COc1ccc(NC(=O)C(c2cc3c(cc2[N+](=O)[O-])OCO3)N(C)C)cc1 (stereo not given)
[6] Cc1ccc(C(=O)N2CCCCC2C(=O)O)cc1S(=O)(=O)N1CCCCC1 (stereo not given)
Screen / compound no. | 1 | 2 | 3 | 4 | 5 | 6
Sm TGR block | 1% | 1% | 9% | -1% | -1% | ·
HCMV antiviral | -21 | -36 | -2 | 6 | 16 | -21
AMA1-RON2 inh | -1% | · | 13% | 7% | -1% | -10%
HCV inh | ? | · | 10% | -5% | 21% | 9%
Giardia FBPA inh | · | · | 8% | · | -30% | ·
AmpC inh detg | 0% | 23% | -7% | -20% | -7% | ·

[7] CN(C)S(=O)(=O)N1CCC(c2ccc(F)cc2)C(COc2ccc3c(c2)OCO3)C1 (stereo not given)
[8] CC(=O)N(NC(=O)c1ccc(C)cc1)C1CC(=O)N(c2ccccc2Cl)C1=O (stereo not given)
[9] Cc1onc(-c2ccccc2)c1C(=O)NCc1ccc2c(c1)OCO2
[10] CC1CCCC(NC(=O)CN(C)CC(=O)Nc2ccc(F)cc2)C1C (stereo not given)
[11] CCOc1ccc(OCC)c(NC(=O)C2CCN(S(=O)(=O)c3cnc[nH]3)CC2)c1
[12] CCc1nnc(NC(=O)CCC(=O)NC2CCCCCC2)s1
Screen / compound no. | 7 | 8 | 9 | 10 | 11 | 12
Sm TGR block | -22% | 3% | 18% | -13% | 1% | 0%
HCMV antiviral | -29 | -12 | -35 | -17 | 27 | -31
AMA1-RON2 inh | -18% | 9%[2.32 µM] | 2% | 11% | -12% | -3%
HCV inh | ? | 7% | -9% | ? | -7% | -2%
Giardia FBPA inh | 0% | 3% | 27% | · | -3% | 10%
AmpC inh detg | -7% | 1% | -1% | -5% | -2% | 1%

[13] CN(c1ccccc1)S(=O)(=O)c1cccc(C(=O)OCC(=O)NCc2ccco2)c1
[14] Cc1ccc(S(=O)(=O)N2[C@@H](c3ccc(Br)cc3)C(C(=O)O)=C[C@H]2CC2CCCC2)cc1
[15] CCSc1nnc(NC(=O)c2cccnc2)s1
[16] COc1ccccc1-c1nnc(SCC(=O)Nc2cccnc2Cl)n1C
[17] CCOC(=O)C1=C(COC(=O)COc2ccccc2C#N)NC(=O)NC1C (stereo not given)
[18] O=C(C1CCC(Cn2c(=O)c3sccc3n(Cc3ccccc3)c2=O)CC1)N1CCOCC1 (stereo not given)
Screen / compound no. | 13 | 14 | 15 | 16 | 17 | 18
Sm TGR block | 56µM* | · | 2% | · | -2% | 1%
HCMV antiviral | -27 | -8 | 26 | 3 | -8 | -3
AMA1-RON2 inh | 10% | -3% | 8% | -6% | 15% | ·
HCV inh | 0% | 5% | 11% | 17% | -18% | ·
Giardia FBPA inh | 11% | · | ? | · | · | ·
AmpC inh detg | 2% | · | -9% | · | -15% | 1%

[19] CCOC(=O)N1CCN(C(=O)COC(=O)CSc2cc(C)c(Br)cc2C)CC1
[20] CCc1ccc2c(c1)c(N=NC1=NC(=O)CS1)c(O)n2C
[21] O=C(NCc1ccccc1)c1ccc(Cl)nc1
[22] COc1cc(C(=O)NC(=S)Nc2ccccc2N2CCCC2)cc(OC)c1OC
[23] CCOc1ccccc1NC(=O)N1CCC2(CC1)OCCO2
[24] CCOC(=O)C(NCc1ccccc1OC)(NC(=O)CC)C(F)(F)F (stereo not given)
Screen / compound no. | 19 | 20 | 21 | 22 | 23 | 24
Sm TGR block | 6% | 22% | 8% | -6% | -13% | -13%
HCMV antiviral | -24 | -20 | 7 | ? | 18 | -16
AMA1-RON2 inh | 2% | -4% | 17% | 7% | -1% | 3%
HCV inh | 20% | 17% | -8% | 11µM* | 9% | 4%
Giardia FBPA inh | · | 13% | 3% | 8% | 3% | 2%
AmpC inh detg | -16% | 4% | -3% | -10% | ? | -8%

[25] c1ccc(SCc2nc3ccccc3s2)nc1
[26] CC(C)c1ccc(NC(=O)N2CCC(c3nc4ccccc4o3)CC2)cc1
[27] COCCNC(=O)CCn1c(=O)c2cc(OC)c(OC)cc2n(CC(=O)Nc2ccccc2OC)c1=O
[28] COc1ccc(/C=C2\N=C(C)N(c3ccc4ccccc4c3)C2=O)cc1OC
[29] COc1ccc(-c2noc(CNC(=O)c3ccc(OC)cc3OC)n2)cc1
[30] COc1ccc(C(=O)CC(=O)C(=O)Nc2cc(OC)c(OC)c(OC)c2)cc1
Screen / compound no. | 25 | 26 | 27 | 28 | 29 | 30
Sm TGR block | -24% | -2% | -7% | -8% | 1% | -17%
HCMV antiviral | 81 | -18 | 5 | -14 | 9 | 9
AMA1-RON2 inh | 4% | -1% | · | 0% | · | 88%[activator]
HCV inh | 11% | ? | · | -25% | · | -4%
Giardia FBPA inh | -12% | -15% | · | 4% | · | 0%
AmpC inh detg | -6% | -8% | 1% | ? | 13% | ?

[31] COC(=O)c1ccc(N2CCN(c3ccccc3)CC2)c(N)c1
[32] CSc1ncc(C(=O)NCc2ccc(C)cc2)c(C)n1
[33] COCC(C)n1c(SCc2nc(N)nc(Nc3ccccc3C)n2)nc2ccccc2c1=O (stereo not given)
[34] CC(C)N(Cc1ccccc1)C(=O)CCS(=O)(=O)c1cc2c(cc1Cl)NC(=O)CO2
[35] O=C(Nc1ccc(F)cc1)Nc1csc2c1CCCC2
[36] Cc1cccc(C(=O)Nc2ccc(C(=O)OCc3cc(=O)n4c5c(sc4n3)CCCC5)cc2)c1
Screen / compound no. | 31 | 32 | 33 | 34 | 35 | 36
Sm TGR block | 5% | 0% | -1% | 1% | 1% | 55%[activator]
HCMV antiviral | 32 | -3 | -11 | -1 | -22 | 15
AMA1-RON2 inh | -6% | · | 4% | · | · | ·
HCV inh | -13% | · | -9% | · | · | ·
Giardia FBPA inh | 0% | · | 3% | · | · | ·
AmpC inh detg | 2% | 18% | -4% | 23% | 23% | 2%

[37] CS(=O)(=O)N1CCCC(C(=O)Nc2ccc(F)cc2)C1 (stereo not given)
[38] Cc1ccc2nc(-c3ccncc3)c(Nc3ccccc3C)n2c1
[39] O=C(Nc1ccc(-n2cnnn2)cc1)C1CCCN1C(=O)NC1CCCCC1 (stereo not given)
[40] CCOc1cc(/C=C/C(=O)Nc2ccc(C(=O)NCCN(CC)CC)cc2)ccc1OCC(C)C
[41] CC(=O)c1cccc(NC(=O)C23CC4CC(C2)CC(n2cncn2)(C4)C3)c1
[42] CN(C)c1ncc(S(=O)(=O)c2ccccc2)c(=O)[nH]1
Screen / compound no. | 37 | 38 | 39 | 40 | 41 | 42
Sm TGR block | -12% | -4% | 3% | 10% | 1% | -29%
HCMV antiviral | 47 | ? | -16 | -114* | -26 | 16
AMA1-RON2 inh | -3% | · | -8% | -6% | 4% | 5%
HCV inh | 14% | · | 9% | 3.2µM* | 5% | 6%
Giardia FBPA inh | 19% | · | 2% | 5% | 1% | -2%
AmpC inh detg | -9% | 13% | ? | 2% | 10% | 1%

[43] CC1CCCCN1C(=O)c1ccc(OC2CCN(S(=O)(=O)N(C)C)CC2)cc1 (stereo not given)
[44] C=CC1CN2CCC1CC2c1[nH]c2ccccc2c1CCO (stereo not given)
[45] O=C(Nc1ccc(Cl)cc1)N1CCC(c2ccccc2)C1 (stereo not given)
[46] CC(C)NC(=O)c1c(O)c2cccc3c2n(c1=O)CCC3
[47] Cc1ccc(CNc2cnccn2)s1
[48] CC(C)=CCCC(C)CN1CCC(n2nccc2NC(=O)c2ccccc2)CC1 (stereo not given)
Screen / compound no. | 43 | 44 | 45 | 46 | 47 | 48
Sm TGR block | -13% | -10% | 1%&6% | 1% | -21% | -16%
HCMV antiviral | -18 | -15 | 9&-25 | -18 | 36 | -18
AMA1-RON2 inh | -2% | 1% | -4% | -1% | -4% | -4%
HCV inh | ? | 1% | ? | -16% | 3% | ?
Giardia FBPA inh | 5% | 1% | -11% | 6% | 1% | ·
AmpC inh detg | -6% | -10% | 4%&1% | -10% | ? | 3%

[49] COCCCNc1ncnc2nc[nH]c12
[50] COc1ccc(OCC(=O)N2CCN(C(=O)c3cc(OC)c(OC)c(OC)c3)CC2)cc1
[51] CCOc1ccc(NC(=O)CCSc2ccc3ccccc3n2)cc1
[52] CC(=O)Nc1ccc(S(=O)(=O)N2CCC(C(=O)Nc3nccs3)CC2)cc1
[53] Cc1ccc(N(C(C)C(=O)O)S(=O)(=O)c2c(C)[nH]c(=O)[nH]c2=O)cc1 (stereo not given)
[54] Cc1cc(NC(=O)c2c(-c3c(Cl)cccc3Cl)noc2C)n(C)n1
Screen / compound no. | 49 | 50 | 51 | 52 | 53 | 54
Sm TGR block | 3% | 1% | -10% | -17% | -8% | 8%
HCMV antiviral | -5 | -17 | 35 | -29 | -26 | -14
AMA1-RON2 inh | -3% | · | -16% | -1% | 0% | -4%
HCV inh | 12% | · | -4% | 14% | 13% | 0%
Giardia FBPA inh | -7% | · | 7% | · | -4% | 4%
AmpC inh detg | ? | 12% | -13% | 4% | ? | 3%

From entry 49 up to 51, copied from above:
[49] COCCCNc1ncnc2nc[nH]c12
[50] COc1ccc(OCC(=O)N2CCN(C(=O)c3cc(OC)c(OC)c(OC)c3)CC2)cc1
[51] CCOc1ccc(NC(=O)CCSc2ccc3ccccc3n2)cc1
Screen / compound no. | 49 | 50 | 51
Sm TGR block | 3% | 1% | -10%
HCMV antiviral | -5 | -17 | 35
AMA1-RON2 inh | -3% | · | -16%
HCV inh | 12% | · | -4%
Giardia FBPA inh | -7% | · | 7%
AmpC inh detg | ? | 12% | -13%

(list continues)
[55] NNC(=S)NCc1cccnc1
[56] O=C(N/N=C/c1cccc2ccccc12)c1ccc(CN2CCOCC2)cc1
[57] CCOc1ccc(-c2nnc(SCC(=O)N3CCCC3)o2)cc1
[58] Cc1ccc(S(=O)(=O)N(C)C)cc1NC(=O)COC(=O)CNC(=O)C12CC3CC(CC(C3)C1)C2
[59] C=CCn1c(O)c(N=NC(=S)Nc2ccccc2F)c2cc(S(=O)(=O)N3CCOCC3)ccc21
[60] Cc1ccc(C)c(N2CCN(C(=O)c3ccc4c(=O)n(CCc5ccccc5)c(=O)[nH]c4c3)CC2)c1
Screen / compound no. | 55 | 56 | 57 | 58 | 59 | 60
Sm TGR block | -16% | -23% | -9% | 5% | -3% | -8%
HCMV antiviral | -17 | 2 | 15 | -15 | -70* | -4
AMA1-RON2 inh | 92%[activator] | 0% | -12% | 9% | 37%[activator] | ·
HCV inh | 18% | ? | 2% | 28% | ? | ·
Giardia FBPA inh | ? | 9% | 2% | · | -5% | ·
AmpC inh detg | -9% | 0% | -8% | 0% | 3% | 4%
